Assay outcomes from PubChem BioAssay.
CCT chaperon mod: cytosolic chaperonin activity modulation; purified chaperonin ATPase assay, HTRF ADP detection, 30 min; activity change, % (no concentration beside the values), hits read low; hit rate 0.3% among 360,000; AID 651819; in the data active means activity change below about -30%; further: on the % scale 0 is the no-effect control and ±100 the full control effect
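Nucleotide hydrolysis assay: TRiC at 20–40 nM final (set by batch activity) with 10 uM ATP, 30 min at 37 °C, in presence of 76 uM compound. Detection by competitive ADP HTRF, 30 min ambient.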
Nrf2 activator: activates Nrf2 signaling | Potency, µM (top dose mostly 46.1 µM), inactives show top-dose activation, actives largely listed as activators | hit rate 0.31% among 410,000 | AREc32 ARE-luciferase reporter (MCF7-derived line), luminescence, 24 h; further: potency means the concentration at half of the fitted maximal effect; % of control where 0% means no effect; nearly all actives have a fitted effect of over 65% in size
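Nrf2 activation is followed as ARE-luciferase induction in the AREc32 line after one day of compound treatment; luminescence is read with Steady-Glo.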
Nrf2 block: inhibitors of Nrf2 signaling | Potency, µM (doses to about 46 µM), inactives show at the highest dose activity change, negative = inhibition, most hits filed as inhibitors | A549 ARE-Fluc reporter, luciferase luminescence, 18-24 h | hit rate 2.1% among 360,000; further: potency means the concentration at half of the fitted maximal effect; on the % scale 0 is the no-effect control and ±100 the full control effect; nearly all actives have a fitted effect of over 60% in size
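In this cell-based qHTS, ARE-driven firefly luciferase in A549 cells reports Nrf2 activity; the luminescent signal after BugLite lysis is the measured value, with a prior CellTiter-Fluor read for cell health.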
MmCpn inh: inhibitors of Methanococcus maripaludis chaperonin (MmCpn) | purified Mm-Cpn ATPase, ADP Transcreener TR-FRET | Potency, µM (titrated, usually from 76.9 µM), for inactives: top-dose activity, negative = inhibition, usual class: inhibitors | hit rate 0.031% among 330,000; further: potency means the concentration at half of the fitted maximal effect; on the % scale 0 is the no-effect control and ±100 the full control effect; nearly all actives have a fitted effect of over 80% in size
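Reaction buffer contained 30 mM Tris pH 7.4, 100 mM KCl, 5 mM MgCl2 and 1 mM DTT. Mm-CPN (25 nM final) hydrolysed 10 uM ATP over 30 min at 37°C; ADP was read by HTRF.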
EPAC2 antag: EPAC2 (human) antagonism; EPAC2 GEF exchange of Rap1B-BODIPY-GDP, fluorescence; AID 720708; Potency, µM (series often up to 114 µM), without a hit: top-dose activity, negative = inhibition, actives largely listed as inhibitors; hit rate 0.18% among 360,000; Q8WZA2; further: potency means the concentration at half of the fitted maximal effect; on the % scale 0 is the no-effect control and ±100 the full control effect; nearly all actives have a fitted effect of over 45% in size; many of its hits are not listed in these tables
Target sequence (Q8WZA2 whole entry, looked up): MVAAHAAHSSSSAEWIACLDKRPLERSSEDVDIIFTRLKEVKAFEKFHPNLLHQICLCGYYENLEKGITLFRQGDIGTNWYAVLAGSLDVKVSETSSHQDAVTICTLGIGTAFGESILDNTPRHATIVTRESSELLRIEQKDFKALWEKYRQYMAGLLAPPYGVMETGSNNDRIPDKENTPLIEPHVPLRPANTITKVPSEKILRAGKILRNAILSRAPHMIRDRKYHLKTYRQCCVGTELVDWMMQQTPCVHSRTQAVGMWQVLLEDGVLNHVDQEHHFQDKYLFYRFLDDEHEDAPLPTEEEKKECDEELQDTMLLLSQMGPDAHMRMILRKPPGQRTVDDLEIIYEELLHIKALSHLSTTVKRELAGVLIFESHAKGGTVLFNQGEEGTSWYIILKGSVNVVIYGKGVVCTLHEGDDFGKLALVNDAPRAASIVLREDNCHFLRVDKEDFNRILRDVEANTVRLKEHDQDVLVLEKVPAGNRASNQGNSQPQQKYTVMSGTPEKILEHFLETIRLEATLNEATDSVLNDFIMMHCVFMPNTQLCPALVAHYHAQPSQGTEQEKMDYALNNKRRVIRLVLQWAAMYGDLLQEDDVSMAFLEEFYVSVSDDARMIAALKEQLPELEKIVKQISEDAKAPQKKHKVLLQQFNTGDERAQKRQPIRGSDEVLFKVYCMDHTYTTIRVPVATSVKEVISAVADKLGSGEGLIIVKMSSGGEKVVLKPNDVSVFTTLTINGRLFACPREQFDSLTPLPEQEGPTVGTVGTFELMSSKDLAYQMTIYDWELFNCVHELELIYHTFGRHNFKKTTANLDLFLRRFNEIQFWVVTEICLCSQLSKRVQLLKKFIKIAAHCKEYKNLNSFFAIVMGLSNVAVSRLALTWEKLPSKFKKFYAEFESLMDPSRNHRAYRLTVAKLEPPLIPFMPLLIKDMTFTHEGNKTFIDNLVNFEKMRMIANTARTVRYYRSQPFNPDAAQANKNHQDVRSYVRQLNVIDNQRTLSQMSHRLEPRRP
EPAC2 ag: agonists of human EPAC2 (RAPGEF4); EPAC2 activation, biochemical qHTS; response scale: 100% = 6.5 mM cAMP response; Potency, µM (highest dose often 154 µM), for inactives: at the top dose activation, usual class: activators; hit rate 0.079% among 360,000; further: potency means the concentration at half of the fitted maximal effect; nearly all actives have a fitted effect of over 50% in size
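Exchange assay: 100 nM EPAC2 with 250 nM Rap1B-BODIPY-GDP and 50 uM GDP. Fluorescence (ex 480/em 540 nm) read every 5 min for 30 min at room temperature. Data normalized to 6.5 mM cAMP as agonist control.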
TGFb inhibitor: inhibitors of TGF-b signaling; HepG2 CAGA-GFP TGF-b/SMAD3 reporter, GFP fluorescence, 18 h; TGF-beta stimulated, 500 pg/mL final; Potency, µM (titrated, usually from 46.1 µM), inactives show top-dose activity, negative = inhibition, most hits filed as inhibitors; hit rate 1.2% among 410,000; further: potency means the concentration at half of the fitted maximal effect; on the % scale 0 is the no-effect control and ±100 the full control effect; nearly all actives have a fitted effect of over 65% in size
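Using HEPG2 CAGA-GFP reporter cells at 1000 cells/well, we pinned test compounds, stimulated with recombinant TGF-beta (500 pg/mL final) and measured total well GFP after 18 h.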
A549 tox: counter-screen for Nrf2 inhibitors: cytotoxicity in A549 cells. Potency, µM (titrated, usually from 46 µM), inactives show top-dose activity change, negative = cytotoxicity, usual class: inhibitors. A549 ARE-Fluc cells, CellTiter-Fluor viability, 18-24 h. hit rate 0.16% among 390,000. AID 504648; further: potency means the concentration at half of the fitted maximal effect; on the % scale 0 is the no-effect control and ±100 the full control effect
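A549 ARE_Fluc cells in 5% FBS OPTI-MEM were exposed to compounds in concentration-response for 18-24 h at 37 deg C. Viability was read by CellTiter-Fluor fluorescence (Ex 405/Em 525) after 30 min, before the luciferase read.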
Akt phos inh: Akt phosphorylation inhibition; activity change, % for hits at 50 µM; AID 651550; hit rate 0.32% among 360,000; Neuro2A IGF-stimulated pAkt S473 HTRF, 20 min; stronger effect = lower value; in the data active means activity change below about -80%; inconclusive means mostly about -51% to -80%; further: on the % scale 0 is the no-effect control and ±100 the full control effect
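Neuro2A cells (4,500/well, DMEM with 0.5% FBS) were treated with compound at a single 50 µM final concentration, stimulated with 6 nM IGF for 20 min at 37 °C, and lysed. Phospho-Akt Ser473 was read by HTRF as 665/615 ratio ×10^4.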
* hit, by the source's call; i = inactive; ? = inconclusive; nt = not tested or not shown; & = joins results of further samples; [ ] = remark or other dose. Unless noted, the call rests on the fitted dose curve; in most records, active means well fitted curve in the direction sought with a large enough effect; inconclusive means small, poorly fitted or top-dose-only effect, or another doubt; inactive means no such curve, though single readings can be large; an effect the other way counts as inactive or inconclusive. Not all compounds are listed; the hit share may differ from the screen's.

Start of the listing, in advance, 11 compounds:
SMILES	CCT chaperon mod	Nrf2 activator	Nrf2 block	MmCpn inh	EPAC2 antag	EPAC2 ag	TGFb inhibitor	A549 tox	Akt phos inh
CCc1ccc(-n2c(Cc3ccccc3)n[nH]c2=S)cc1	-6.1	0.4%	-5%	1%	-3%	10%	?	-1%	i
N#Cc1ccsc1NC(=O)CCS(=O)(=O)c1ccccc1	-0.4	14µM*	-15%	-7%	2%	10%	?	-1%	i
Cc1cc(C)n(-c2c(F)c(F)c(CN3CCCCC3)c(F)c2F)n1	-0.6	-0.4%	26%	0%	17%	3%	9%	0%	i
CN(C)CCN1C(=O)C(=O)/C(=C(/O)c2ccc(S(=O)(=O)N3CCOCC3)cc2)C1c1ccc(F)cc1 (stereo not drawn)	0.8	0.2%	3%	-1%	8%	1%	-4%	-6%	i
CCOc1cccc(N2C(=O)CC(N(CCc3ccc(OC)c(OC)c3)C(=O)CC)C2=O)c1 (stereo not drawn)	0.2	1.5%	16%	2%&-4%	14%	8%	16%	0%	i
COc1ccccc1NC(=O)c1c(-c2ccc(C)cc2)nnc2ccccc12	nt	5.9%	?	nt	nt	nt	-4%	7%	nt
CCn1nc(C)c(CNC(=O)CC2C(=O)NCCN2CC(C)(C)C)c1C (stereo not drawn)	-7.5	-0.3%	4%	0%	2%	-2%	7%	-1%	i
COC(=O)[C@]1(C)N[C@H](CN(C)S(=O)(=O)c2ccc(OC(F)(F)F)cc2)[C@@H]2C(=O)N(Cc3ccccc3)C(=O)[C@@H]21	-0.3	-0.4%	0%	0%	-10%	-1%	-27%	4%	i
CC(=O)c1cccc(OCc2cc(C(=O)N(C)C(C)c3ccccn3)no2)c1 (stereo not drawn)	0.0	0.7%	-5%	-2%	-5%	9%	-2%	6%	i
O=C(Nc1ccc(NC(=O)C2CC2)nc1)c1ccccn1	0.6	-0.8%	?	1%	6%	-5%	11%	-5%	i
Cc1ccccc1OCC(=O)Nc1cccc(C(=O)O)c1	-1.2	-4.5%	?	2%	4%	14%	15%	0%	i

Main list, from the first entry:
SMILES	CCT chaperon mod	Nrf2 activator	Nrf2 block	MmCpn inh	EPAC2 antag	EPAC2 ag	TGFb inhibitor	A549 tox	Akt phos inh
CCc1ccc(-n2c(Cc3ccccc3)n[nH]c2=S)cc1	-6.1	0.4%	-5%	1%	-3%	10%	?	-1%	i
N#Cc1ccsc1NC(=O)CCS(=O)(=O)c1ccccc1	-0.4	14µM*	-15%	-7%	2%	10%	?	-1%	i
Cc1cc(C)n(-c2c(F)c(F)c(CN3CCCCC3)c(F)c2F)n1	-0.6	-0.4%	26%	0%	17%	3%	9%	0%	i
CN(C)CCN1C(=O)C(=O)/C(=C(/O)c2ccc(S(=O)(=O)N3CCOCC3)cc2)C1c1ccc(F)cc1 (stereo not drawn)	0.8	0.2%	3%	-1%	8%	1%	-4%	-6%	i
CCOc1cccc(N2C(=O)CC(N(CCc3ccc(OC)c(OC)c3)C(=O)CC)C2=O)c1 (stereo not drawn)	0.2	1.5%	16%	2%&-4%	14%	8%	16%	0%	i
COc1ccccc1NC(=O)c1c(-c2ccc(C)cc2)nnc2ccccc12	nt	5.9%	?	nt	nt	nt	-4%	7%	nt
CCn1nc(C)c(CNC(=O)CC2C(=O)NCCN2CC(C)(C)C)c1C (stereo not drawn)	-7.5	-0.3%	4%	0%	2%	-2%	7%	-1%	i
COC(=O)[C@]1(C)N[C@H](CN(C)S(=O)(=O)c2ccc(OC(F)(F)F)cc2)[C@@H]2C(=O)N(Cc3ccccc3)C(=O)[C@@H]21	-0.3	-0.4%	0%	0%	-10%	-1%	-27%	4%	i
CC(=O)c1cccc(OCc2cc(C(=O)N(C)C(C)c3ccccn3)no2)c1 (stereo not drawn)	0.0	0.7%	-5%	-2%	-5%	9%	-2%	6%	i
O=C(Nc1ccc(NC(=O)C2CC2)nc1)c1ccccn1	0.6	-0.8%	?	1%	6%	-5%	11%	-5%	i
Cc1ccccc1OCC(=O)Nc1cccc(C(=O)O)c1	-1.2	-4.5%	?	2%	4%	14%	15%	0%	i
COC(=O)c1sccc1NC(=O)CN1CCN(c2ccc(F)cc2)CC1	-0.2	2.1%	-12%	-1%	-7%	10%	11µM*	-3%	i
CCN(C(=O)COC(=O)C(c1ccccc1)c1ccccc1)c1c(N)n(Cc2ccccc2)c(=O)[nH]c1=O	-2.1	-0.9%	-25%	nt	7%	-10%	?	0%	i
COc1cccc(C(=O)COC(=O)CCC(=O)c2ccccc2)c1	-2.8	0.0%	-6%	3%	-1%	9%	19%	-3%	i
CCCOc1ccccc1-n1sc2c(c1=S)-c1cc(OC)cc3c1N(C(=O)C3=O)C2(C)C	-1.1	8.3%	-11%	-2%	-7%	10%	?	-6%	i
O=C(CC1COc2ccccc2O1)NCc1ccccc1 (stereo not drawn)	-0.4	-0.8%	-1%	0%	1%	7%	-14%	-7%	i
CC(C)C(c1nnnn1C1CCCCC1)N1CCc2ccccc21 (stereo not drawn)	-6.9	-0.1%	-29%	1%	-3%	4%	-3%	-1%	i
CN(C)c1ccc(-c2csc(C(C)(O)c3ccc(F)c(F)c3)n2)cc1 (stereo not drawn)	-0.3	3.5%	nt	nt	-13%	14%	?	nt	i
O=c1ccc2c(ccc3ncccc32)o1	-0.2	-0.8%	nt	nt	1%	-3%	-11%	nt	i
COc1ccc(C(=O)Nc2nc3c(s2)CCc2cc(OC)ccc2-3)cc1	nt	1.6%	?	nt	nt	nt	-17%	2%	nt
CSc1ccccc1COC(=O)Nc1ccccc1C	2.6	2.6%	-27%	0%	6%	1%	12%	-7%	i
COC(=O)c1c(C)[nH]c(O)c1C=Nc1ccc(Oc2ccccc2)cc1	-3.4	0.5%	?	2%	-13%	4%	-2%	-3%	i
COc1ccc(C(=O)OCC(=O)Nc2cc(C)c(C)cc2[N+](=O)[O-])cc1	-0.2	0.1%	-6%	1%	-11%[57.1 µM]	5%	2%	5%	i
COc1ccc(-c2noc(CSc3nnc(C)n3-c3ccc(C)c(C)c3)n2)c(OC)c1	nt	7.7%	-29%	nt	nt	nt	-1%	-3%	nt
COc1ccc(-c2[nH]ncc2/C=N/NC(=O)c2cc(Br)ccc2O)c(OC)c1	-0.9	4.8%	10%	1%	-5%	-5%	4%	0%	i
Cc1ccc(Cl)cc1N1CCN(Cc2nc3c(c(=O)[nH]c(=O)n3C)n2CCc2ccccc2)CC1	0.2	-0.4%	-4%	0%	1%[57.1 µM]	-18%	14%	-11%	i
Cc1ccc(CN(Cc2ccco2)C(=O)c2ccccc2Br)o1	nt	4.2%	-24%	nt	nt	nt	-13%	2%	nt
COc1ccn(C2CCCCO2)c(=O)n1 (stereo not drawn)	-2.8	-0.9%	4%	nt	16%	3%	-7%	2%	i
COc1ccc(C(C(=O)Nc2ccc(F)cc2)N(C(=O)Cn2nnc3ccccc32)C2CC2)cc1 (stereo not drawn)	-1.7	-0.6%	?	1%	-9%	21%	?	-14%	i
O=C(CSc1ccccc1F)NCC(c1ccco1)N1CCCCC1 (stereo not drawn)	-0.2	3.0%	nt	nt	-12%	6%	-2%	nt	i
Cn1c(CSCc2ccc(Cl)cc2)nnc1SCC(=O)Nc1nccs1	-1.0	-0.8%	?	3%	-3%	5%	-14%	-1%	i
COc1cccc(N2C(=O)C(CC(=O)Nc3ccc(F)cc3)N(CCC3=CCCCC3)C2=O)c1 (stereo not drawn)	nt	2.5%	?	nt	nt	nt	?	-26%	nt
CN(Cc1nc2ccccc2c(=O)[nH]1)CC(O)COCc1ccco1 (stereo not drawn)	-0.9	0.3%	1%	1%	-2%	3%	-9%	1%	i
Cc1ccc(C)n1-c1ccc(C#N)cn1	-5.7	0.0%	-3%	0%	-3%	13%	22%	3%	i
O=C(Nc1cccc2nsnc12)c1ccc(F)cc1	-1.1	11µM*	?	-1%	13%	4%	5%	5%	i
COc1ccc(S(=O)(=O)N(CC(=O)NCc2ccncc2)c2ccc(C)cc2)cc1Br	-0.5	-0.6%	-4%	-3%	-17%	6%	22%	-5%	i
CCN(CC(=O)Nc1c(F)cccc1F)C(=O)CNC(=O)COc1ccccc1	0.6	-0.1%	25%	0%	-9%	8%	-22%	1%	i
Cc1nc2c(cc1NC(=O)C(C)(C)C)nc(C)n2Cc1ccccc1	-1.6	-0.6%	-6%	-1%	-2%	4%	11%	-17%	i
CCCCN(C(=O)c1cccc(S(=O)(=O)N2CCCCC2)c1)C1CCS(=O)(=O)C1 (stereo not drawn)	0.7	-0.7%&-0.9%	-9%	1%	4%	1%	?	0%&9%	i
COc1ccc(S(=O)(=O)N(C)CC(=O)NCc2cccnc2)cc1	-2.2	0.1%	-24%	-2%	-1%	5%	-7%	-12%	i
CCOC(=O)C(NCc1ccc(F)cc1)(NC(=O)c1ccccc1)C(F)(F)F (stereo not drawn)	0.1	18%	2%	4%	-21%	6%	-13%	6%	i
